Source: PubChem BioAssay (National Center for Advancing Translational Sciences (NCATS))
TDP1 cell noCPT: qHTS for Inhibitors of human tyrosyl-DNA phosphodiesterase 1 (TDP1): qHTS in cells in absence of CPT. DT40 Tdp1-/- hTDP1 cells, no CPT, ATP luminescence, 48 h. Potency, µM (series often up to 46.2 µM), without a hit: at the top dose activity change, negative = growth inhibition, usual class: inhibitors. actives 15% (n = 420,000); further: nearly all actives have a fitted effect of over 55% in size
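Growth of hTDP1-complemented DT40 Tdp1-knockout cells is measured by ATP luminescence after at least 48 hr compound exposure at 37 °C, with DMSO substituting for the 20 nM CPT used in the parallel screen.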
TDP1 cell CPT: DT40-hTDP1 cell growth loss with CPT; chicken DT40 Tdp1-/-;hTDP1 cells + 20 nM CPT, ATP luminescence, 48 h; Potency, µM (titrated, usually from 46.2 µM), without a hit: at the top dose activity change, negative = growth inhibition, hits mostly inhibitors; actives 12% (n = 420,000); AID 686979; further: nearly all actives have a fitted effect of over 55% in size
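Chicken DT40 Tdp1-/- cells stably complemented with human TDP1 were seeded at 400 cells/well in medium containing 20 nM camptothecin, exposed to pin-transferred compounds, and grown at 37 °C for at least 48 hr. Viability was read as ATP luminescence.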
TDP1 block: TDP1 (human) enzyme inhibition; Q9NUW8; recombinant TDP1, AlphaScreen DNA substrate cleavage; Potency, µM (series often up to 130 µM), for inactives: top-dose activity change, negative = inhibition, usual class: inhibitors; actives 0.28% (n = 350,000); further: nearly all actives have a fitted effect of over 40% in size
Target sequence (Q9NUW8 whole entry, looked up): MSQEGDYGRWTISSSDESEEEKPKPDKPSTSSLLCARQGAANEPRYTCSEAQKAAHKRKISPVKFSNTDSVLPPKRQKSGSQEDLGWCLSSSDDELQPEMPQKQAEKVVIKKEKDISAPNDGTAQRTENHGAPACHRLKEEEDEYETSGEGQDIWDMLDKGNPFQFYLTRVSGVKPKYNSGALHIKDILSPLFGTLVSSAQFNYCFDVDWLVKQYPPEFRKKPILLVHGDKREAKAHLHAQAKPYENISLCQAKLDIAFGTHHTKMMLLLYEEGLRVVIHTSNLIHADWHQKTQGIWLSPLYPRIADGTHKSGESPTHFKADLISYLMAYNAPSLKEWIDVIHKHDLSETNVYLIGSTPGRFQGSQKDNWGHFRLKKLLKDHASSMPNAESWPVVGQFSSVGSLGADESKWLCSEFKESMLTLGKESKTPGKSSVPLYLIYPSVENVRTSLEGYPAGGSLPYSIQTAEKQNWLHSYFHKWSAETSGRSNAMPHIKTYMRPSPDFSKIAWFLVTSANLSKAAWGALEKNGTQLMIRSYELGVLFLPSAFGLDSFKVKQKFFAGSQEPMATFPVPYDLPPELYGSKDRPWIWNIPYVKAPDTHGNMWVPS
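E. coli-derived human Tdp1, 1 nM final. Cpd preinc 15 min RT; substrate 15 nM final, 5 min RT; AS bead mix 10 ug/ml final, 10 min RT. Signal loss = tyrosine-FITC cleavage. No-enzyme wells = max signal.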
* marks the source's active call; other numbers are inactive results; ? = inconclusive; / = no result given; & = joins results of further samples; [ ] = another dose, or the depositor's remark. The call rests on the fitted dose curve; in most records, active means well fitted curve in the direction sought with a large enough effect; inconclusive means small, poorly fitted or top-dose-only effect, or another doubt; inactive means no such curve, though single readings can be large; an effect the other way counts as inactive or inconclusive. On the % scale 0 is the no-effect control and ±100 the full control effect; potency means the concentration at half of the fitted maximal effect.

| SMILES | TDP1 cell noCPT | TDP1 cell CPT | TDP1 block |
| --- | --- | --- | --- |
| O=C1c2ccccc2[C@@H]2C[C@@H](O)[C@H](Nc3ccccc3-c3ccccc3)CCN12 | 18µM* | ? | 0%[56.1 µM] |
| CC[C@@]1(C(=O)OC)N[C@H](CN(C)C(=O)COc2ccccc2)[C@@H]2C(=O)N(Cc3ccccc3)C(=O)[C@@H]21 | -2% | -15% | 3% |
| COc1ccc(CCn2c(C)cc(C(=O)CSc3nc(N)cc(=O)[nH]3)c2C)cc1 | 12µM* | 12µM* | 6% |
| Cc1c(NC(=O)COC(=O)c2ccccc2Cl)c(=O)n(-c2ccccc2)n1C | 7% | 15% | 0% |
| COc1ccc(NC(=O)CN(C)C(=O)c2cn(-c3ccccc3)nc2-c2ccc(F)cc2)cc1 | ? | ? | 3% |
| CCOc1ccc2c(c1)n([O-])c1c([n+]2=O)CCCC1 | ? | 13µM* | -2% |
| Cc1nn(CCC(=O)NC(C)C)c(=O)c2nn(-c3ccccc3)c(C)c12 | -8% | -11% | 0% |
| COC(=O)c1c(NC(=O)c2nc3ccccc3s2)sc2c1CC(C)(C)NC2(C)C | 21µM* | 23µM* | / |
| Cc1cc2n(n1)CCC(=O)N2Cc1ccc(C(=O)Nc2cccc(C(F)(F)F)c2)cc1 | 15µM* | 15µM* | 6% |
| COc1cc(C(=O)Nc2ccc(NC(=O)c3ccc(C(C)(C)C)cc3)cc2)cc(OC)c1OC | 3.3µM* | 2.9µM* | 2%[2.28 µM] |
| COc1cc(NC(=O)CN2CCN(C(=O)c3ccco3)CC2)c(C)cc1[N+](=O)[O-] | ? | -27% | / |
| COc1cc(C(=O)Nc2cc3c4c(c2)CC(=O)N4CCC3)cc(OC)c1OC | -5% | 4% | -2% |
| COc1ccc(N(CC(=O)Nc2cc(OC)cc(OC)c2)S(=O)(=O)c2c(C)noc2C)cc1 | 5.8µM* | 7.3µM* | 2% |
| CC1CCN(S(=O)(=O)c2ccc3[nH]cc(C(=O)NCCN4CCOCC4)c(=O)c3c2)CC1 | ? | ? | 9% |
| CCn1cnc2c1c(=O)n(Cc1csc(-c3ccccc3)n1)c(=O)n2Cc1ccccc1 | ? | ? | -4% |
| O=C(NC(=S)Nc1ccc2c(c1)OCCO2)c1cccc(Br)c1 | ? | 15µM* | 7% |
| CCOc1ccc(N(CC(=O)NCCc2ccccc2)C(=O)CCC(=O)Nc2cc(C)ccn2)cc1 | ? | ? | / |
| O=C(c1cc(COc2ccccc2)on1)N1CCCC(OCc2cccnc2)C1 (stereo not given) | ? | ? | 6%[56.1 µM] |
| CCOC(=O)CCNC(=O)CNC(=O)OCc1ccccc1 | 0% | -8% | -2% |
| CCN(Cc1nc2cc(Cl)ccc2c(=O)[nH]1)C(=O)c1cccc(OCc2c(C)noc2C)c1 | -14% | -23% | 4% |
| O=[N+]([O-])c1ccc(Cl)c(S(=O)(=O)Nc2ccc(-c3ccc(N4CCCC4)nn3)cc2)c1 | 4% | 18% | 6%[0.505 µM] |
| O=C(Cc1ncc(C(F)(F)F)cc1Cl)Nc1ccc(F)cc1 | -22% | -3% | 0% |
| Cc1ccc2c(c1)nnn2C1CCN(CC(=O)N2c3ccccc3CC2C)CC1 (stereo not given) | ? | ? | 8% |
| O=C1Nc2ccccc2C12OCCCCO2 | -8% | -7% | -5% |
| CCCNS(=O)(=O)c1ccc(CCC(=O)NCc2cccnc2)cc1 | -3% | 5% | 2% |
| O=Cc1c(NCc2ccccc2F)c2ccccc2[nH]c1=O | -4% | 21% | 2% |
| CN(c1ccc([N+](=O)[O-])cc1C(=O)Nc1ccccc1)C1CCCCC1 | -17% | -21% | 4% |
| CC(=O)Nc1ccc(C(=O)NNS(=O)(=O)c2ccc(C)cc2)cc1 | -19% | -28% | 3% |
| c1ccc(-c2ccc(-c3csnn3)cc2)cc1 | -6% | 0% | 4% |
| CCOC(=O)C(=O)NCC1CCCN1S(=O)(=O)c1cccs1 (stereo not given) | -3% | 3% | / |
| COc1cc(C2OC(=O)C3C(c4ccc(OC(C)=O)c(OC)c4)OC(=O)C23)ccc1OC(C)=O (stereo not given) | -2% | 13% | / |
| C#CCOCCOCCOCCNc1nc(N2CCOCC2)nc(N2CCN(C(=O)CCCCCCCCCCNC(=O)[C@H](CO)n3cc(CCCSC)nn3)CC2)n1 | ? | 23µM* | 6% |
| CCOc1cc(C(=O)Nc2cc3c(cc2N2CCCC2)n(C)c(=O)n3C)cc(OCC)c1OCC | 12% | -7% | 5% |
| COC(=O)c1cc(-c2c[nH]c3ccccc23)n[nH]1 | -16% | -9% | 2% |
| O=C(Nc1ccccc1C(=O)Nc1ccncc1)c1cccc([N+](=O)[O-])c1 | ? | ? | 1% |
| CCC(C(=O)N1CCN(c2ccccn2)CC1)n1nc(C)n2c(cc3occc32)c1=O (stereo not given) | ? | ? | 4% |
| CCOC(=O)N1CCN(C(=O)C(CC)n2nc(C)c3sc4ccccc4c3c2=O)CC1 (stereo not given) | ? | ? | -2% |
| CN(C)C(=O)c1ccc(NC(=O)c2ccccc2Sc2ccccc2C#N)cc1 | -11% | -13% | 1% |
| Cc1c(C(=O)Nc2ccc(Cl)cc2)c2ccccn2c1CCc1ccncc1 | ? | ? | 3% |
| O=C(O)CCc1ccc(-c2ccc(Br)cc2)n1CC(=O)O | -20% | 0% | 3% |
| CCCCCCOc1ccc(C(=N)N(CCCC)CCCC)c2ccccc12 | 2.7µM* | 4.2µM* | / |
| CC(=O)c1ccc(S(=O)(=O)N(C)CC(=O)N2CCCCCC2)cc1 | 4% | -16% | / |
| Cc1ccc(Nc2nc(N3CCOCC3)nc(N3CCOCC3)n2)cc1Cl | ? | 23µM* | 22µM* |
| CN1C(=O)c2ccc(C(=O)Nc3nccs3)cc2C1=O | 1% | 2% | 1% |
| CCOc1ccc(OCC)c(NS(=O)(=O)c2cc(-c3cnc(C)o3)ccc2OC)c1 | -9% | -16% | -1% |
| COc1ccc(S(=O)(=O)Nc2ccc(Cl)cn2)c(C)c1C | -10% | -24% | 0% |
| Cc1ccc(C)c(N2CCN(C(=O)c3ccc(NS(=O)(=O)c4c(C)noc4C)cc3)CC2)c1 | ? | ? | 4% |
| O=C1Cc2ccccc2C(c2c(Cl)cccc2Cl)N1 (stereo not given) | 1% | 8% | / |

Grouped by structure, the entries above containing a nitro group on carbon
| SMILES | TDP1 cell noCPT | TDP1 cell CPT | TDP1 block |
| --- | --- | --- | --- |
| COc1cc(NC(=O)CN2CCN(C(=O)c3ccco3)CC2)c(C)cc1[N+](=O)[O-] | ? | -27% | / |
| O=[N+]([O-])c1ccc(Cl)c(S(=O)(=O)Nc2ccc(-c3ccc(N4CCCC4)nn3)cc2)c1 | 4% | 18% | 6%[0.505 µM] |
| CN(c1ccc([N+](=O)[O-])cc1C(=O)Nc1ccccc1)C1CCCCC1 | -17% | -21% | 4% |
| O=C(Nc1ccccc1C(=O)Nc1ccncc1)c1cccc([N+](=O)[O-])c1 | ? | ? | 1% |

Going on with the list.
| SMILES | TDP1 cell noCPT | TDP1 cell CPT | TDP1 block |
| --- | --- | --- | --- |
| CC(C)=NOCC(=O)Nn1c(COc2c(C)cccc2C)nc2ccccc2c1=O | -14% | 10% | 4% |
| CC(=O)C12OC1CC1C3CCC4=CC(=O)CCC4(C)C3CCC12C (stereo not given) | ? | ? | / |
| CCOC(=O)C1CCN(c2nc(C)nc3c2oc2ccccc23)CC1 | 23µM* | 23µM* | 6% |
| COc1ccc(S(=O)(=O)Nc2ccc(S(=O)(=O)N(C)C)cc2)cc1[N+](=O)[O-] | -9% | -7% | -1% |
| Cc1ccc(C(=O)O)cc1NC(=O)CSc1nnc(-c2ccccc2F)n1C1CCCCC1 | 7% | -21% | 2% |
| COc1ccc(-c2nsc(NC(=O)c3cccc(OC)c3)n2)cc1 | 21µM* | ? | 2% |
| CC(NC(=S)NNS(=O)(=O)c1cccc([N+](=O)[O-])c1)c1ccccc1 (stereo not given) | 7% | -8% | 5% |
| CCOC(=O)c1c(NC(=O)CSc2nc3cccnc3n2C)sc(C(C)=O)c1C | 13µM* | 18µM* | 5% |
| CCn1c(C(=O)O)c(CC(=O)Nc2ccccc2F)c2ccccc21 | -25% | -10% | 2% |
| CCN(CC)CCNC(=O)c1nn(-c2ccc(OC)c(Cl)c2)c(=O)c2c1c1ccccc1n2C | 3% | -3% | -2% |
| CCOc1ccc(/C=C/C(=O)Nc2ccc3nc(N(CC)CC)cc(C)c3c2)cc1OC | 10µM* | 5.2µM* | 0% |
| Cc1ccc(NC(=O)N2CCN(Cc3nc4ccc(C)cc4o3)CC2)c(Cl)c1 | -2% | -3% | 4% |
| CCOC(=O)c1c(-c2ccccc2)oc2ccc(NS(=O)(=O)c3ccccc3)cc12 | -29% | ? | / |
| Cc1cc(NC(=O)COC(=O)c2ccc(OC(F)(F)F)cc2)no1 | -3% | 7% | 1% |
| CC(C)CC1C(=O)N(Cc2cn(CCC3OCCO3)nn2)CCS(=O)(=O)N1Cc1ccc(-c2ccc(F)nc2)cc1 (stereo not given) | -24% | 0% | / |
| Cc1ccccc1NC(=O)COc1ccc(S(=O)(=O)N2CCCC2)cc1C | 3% | 13% | 2% |
| CC(C)CNS(=O)(=O)c1ccc(S(=O)(=O)N2CCN(C3CCCC3)CC2)cc1 | -28% | -4% | -9% |
| COc1ccc(-c2noc(-c3ccc(Cl)cc3)n2)cc1 | -17% | 0% | -3% |
| COc1ccc(NS(=O)(=O)c2cc(NC(=O)[C@H](C)NC(N)=O)ccc2N2CCCC2)cc1 | -7% | ? | 1% |
| Cc1ccc(C(=O)NC=C(Cl)Cl)cc1 | -12% | -12% | 0% |
| CC(=O)c1ccc(OCC(O)Cn2nnc3ccccc32)cc1 (stereo not given) | -21% | ? | 2% |
| COc1ccc(C2=CC(c3cc(OC)c(OC)c(OC)c3)NC(=S)N2)cc1 (stereo not given) | ? | ? | 7% |
| Cc1cc(OCC(=O)NC(Cc2c[nH]c3ccccc23)C(=O)O)ccc1Cl (stereo not given) | -2% | 7% | / |
| CCOc1cc(S(=O)(=O)NCc2ccc3c(c2)OCO3)ccc1F | ? | -15% | 0% |
| Cc1nn(CC(=O)NCCc2ccc(Cl)cc2)c(=O)c2cc3cc(F)ccc3n12 | -1% | -4% | 3% |
| COc1ccc(OC)c(N2CC(O)=C(c3nc4ccccc4s3)C2=N)c1 | ? | ? | 12% |
| Cc1[nH]n(-c2ccccc2)c(=O)c1N=Nc1ccc(F)cc1 | -14% | -30% | / |
| COC(=O)C1CCCCN1Cc1nc(N2CCCCC2)c2cc(OC)c(OC)cc2n1 (stereo not given) | -24% | 20%[9.04 µM] | / |
| O=C(CNS(=O)(=O)c1c(F)cc(F)cc1Br)OCC(=O)N1CCCC1=O | -9% | -3% | 1% |
| CC1CCN=C(N)S1 (stereo not given) | 16% | 2% | 7%[56.1 µM] |
| Cc1ccc(C)c(S(=O)(=O)c2c[nH]c(=S)[nH]c2=O)c1 | -2% | 2% | 2% |
| COC(=O)[C@]12CCCCC=C1N(CCC1=CCCCC1)C(=O)[C@H](CC(=O)NCCc1ccccc1OC)C2 | ? | 16µM* | / |
| CC(C)CC1(C(=O)NCCc2c[nH]c3ccccc23)C=CCN1C(=O)c1ccccc1 (stereo not given) | ? | ? | 3%&10% |
| Cc1cccc(C)c1NC(=O)CCCSc1nnc(-c2ccco2)n1-c1ccccc1 | ? | -27% | -2% |
| CN(C)c1ccc(/C=C/c2ccnc3c(Cl)cccc23)cc1 | 7.9µM* | 11µM* | / |
| CC1CCN(S(=O)(=O)c2ccc3nc(Nc4cccc(F)c4)ccc3c2)CC1 | 21µM* | 21µM* | -8% |
| O=C(CCn1c(=S)oc2ccccc21)Nc1ccccc1F | 14% | -3% | 2% |
| Cc1noc(C)c1S(=O)(=O)N1CCN(c2ccc(Cl)cc2)CC1 | -7% | ? | 1% |

Structural class, the entries above containing a furan ring, fused or not.
| SMILES | TDP1 cell noCPT | TDP1 cell CPT | TDP1 block |
| --- | --- | --- | --- |
| COc1cc(NC(=O)CN2CCN(C(=O)c3ccco3)CC2)c(C)cc1[N+](=O)[O-] | ? | -27% | / |
| CCC(C(=O)N1CCN(c2ccccn2)CC1)n1nc(C)n2c(cc3occc32)c1=O (stereo not given) | ? | ? | 4% |
| CCOC(=O)C1CCN(c2nc(C)nc3c2oc2ccccc23)CC1 | 23µM* | 23µM* | 6% |
| CCOC(=O)c1c(-c2ccccc2)oc2ccc(NS(=O)(=O)c3ccccc3)cc12 | -29% | ? | / |
| Cc1cccc(C)c1NC(=O)CCCSc1nnc(-c2ccco2)n1-c1ccccc1 | ? | -27% | -2% |
